Screening results (PubChem BioAssay)
SKBR3 24h inh: SK-BR-3 proliferation inhibitors; SK-BR-3 viability, CellTiter-Glo ATP luminescence, 24 h; active compounds read low; viability, % at 10 µM; 41,000 compounds, 0.47% hits; AID 847;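 active = viability at or below the median of all test compounds minus 3 SD, in both replicates if run twice, cut at about 45% in these data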;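 also: 100% = median untreated cell wells and 0% = median positive control drug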
* hit, by the source's call. The list is partial. The share of hits here may be higher or lower than overall.

SMILES	SKBR3 24h inh
CCCn1c(=O)c(C(=O)Nc2c(C)n(C)n(-c3ccccc3)c2=O)c(O)c2ccccc21	88.1
Cc1cc(NC(=O)CSc2nnc3c(C)cc4cc5c(cc4n23)OCO5)no1	100.5
CCOc1ccc(-c2n[nH]c(C)c2-c2ccccc2OC)c(O)c1	75.7
O=C(NCC(=O)N(CCc1ccccc1)C(C(=O)NC1CCCC1)c1cccnc1)c1ccco1 (centres undefined)	71.0
CC(C)CNS(=O)(=O)c1ccc(CCC(=O)N2CCN(Cc3ccc4c(c3)OCO4)CC2)cc1	84.3
CCCCN(C)C(=O)Cn1cnc2sc(C)cc2c1=O	85.1
CCOc1ccc(-n2c(SCC(=O)Nc3ccc4c(c3)OCCO4)nc3c(c2=O)SCC3)cc1	84.2
O=C(CSc1nnc(-c2ccc(Cl)s2)o1)N1CCc2ccccc21	83.2
O=C1c2ccccc2NC(c2ccc(Cl)cc2Cl)N1O (centres undefined)	94.8
O=C(Nc1ccc(F)cc1F)c1cc2ncc(Br)cn2n1	99.2
O=C1c2ccccc2C(=O)N1CC1c2ccccc2CCN1C(=O)N1CCOCC1 (centres undefined)	90.0
O=C(CCc1ccccc1)Nc1nc2nc(-c3ccccc3)cc(=O)n2[nH]1	112.7
COc1ccc(NC(=O)C2=C(C)NC(=O)NC2c2cccc(OC)c2OC)c(OC)c1 (centres undefined)	97.2
Cc1ccc(-c2nnc3sc(C4COc5ccccc5O4)nn23)cc1 (centres undefined)	87.2
Cc1cc(C)c2nc(C(F)(F)F)nc(NCCCN3CCCC3=O)c2c1	90.5
CCCCn1cnc2cc(NCc3ccncc3)ccc21	75.5
CCOC(=O)Cc1nnc(NC(=O)CSc2nncn2C)s1	106.6
C=C(C)CSc1nc(C)c(Cc2ccccc2)c(=O)[nH]1	92.4
Cc1ccc(-n2c(-c3ccncc3)nnc2-c2cccs2)cc1	68.1
COC(=O)c1ccc(CSc2nc(N)cc(N)n2)cc1	82.2
CCS(=O)(=O)NCCCc1ccccc1	94.9
COCCNc1oc(COc2cccc(C)c2)nc1C#N	83.0
O=C(c1ccc(Cn2cc(Cl)cn2)cc1)N1CCN(c2ccccc2)CC1	88.8
CCCC(=O)Nc1ccc(NC(=O)Cc2ccccc2)cn1	87.7
Nc1ccc(-c2cc(N)n(-c3ccccc3)n2)cc1	110.0
Cn1c(CN2CCCCC2)nc2cc(NC(=O)c3ccccc3)ccc21	118.9
CCOC(=O)CNC(=O)CSc1nc(N)cc(N)n1	103.6
O=C1c2ccccc2C(=O)C1c1nccc2ccccc12	102.2
CC1=CCC(Cc2nc3ccccc3o2)C1(C)C (centres undefined)	91.3
Cc1cccc(NC(=O)C2CCN(c3nccc(C)n3)CC2)c1	85.9
CC(C)OC(=O)CSc1nnc(-c2ccc(Cl)cc2Cl)n1N	97.8
O=C1c2ccccc2NC2CCCCCN12 (centres undefined)	83.8
O=C(O)C1C2C=CC(O2)C1C(=O)Nc1ccc(S(=O)(=O)Nc2ccccc2)cc1 (centres undefined)	80.9
CCN(CC)CCN1C(=O)C(O)=C(C(=O)c2ccco2)C1c1ccccn1 (centres undefined)	87.6
COc1cc2c(cc1OC)CN(C(=O)C1(c3ccccc3)CC1)CC2	98.9
CCCOc1ccc(N2C(=O)CC(NCCNc3ccc(S(=O)(=O)CC)cc3)C2=O)cc1 (centres undefined)	89.6
Cc1cc2nc(NC3=NCN(Cc4cccnc4)CN3)nc(C)c2cc1C	74.9
CCOC(=O)c1cc2sccc2n1CCCN1C(=O)c2ccccc2C1=O	93.8
CCOC(=O)c1[nH]c2ccc(OC)cc2c1NC(=O)C(C)N1CCC2(CC1)OCCO2 (centres undefined)	93.8
CC(C)CCn1nnnc1C(c1ccccc1)N1CCC(C(N)=O)CC1 (centres undefined)	83.2
Cc1nnc(NC(=O)C(C)Oc2ccc3c(C)cc(=O)oc3c2)s1 (centres undefined)	96.4
O=C(NCc1cccs1)C1CC(=O)N(c2ccccc2)C1 (centres undefined)	79.9
O=C(CN1CCCCC1)Nc1ccc(F)c(Cl)c1	91.0
COc1ccc(CNC(=O)CN(c2cccc(OC)c2)S(C)(=O)=O)cc1	83.1
COc1ccccc1NC(=O)c1cccc(S(=O)(=O)N2CCOCC2)c1	107.5
CC(=O)Nc1ccc(S(=O)(=O)Nc2cccc(-c3nc4cc(C)ccc4o3)c2)cc1	101.6
Cc1ccc(SC(C)c2nc(-c3ccncc3)no2)cc1 (centres undefined)	106.4
COC(=O)C1C(O)=C(C=NC2CCCCC2)C(=O)CC1(C)C (centres undefined)	92.3
Cc1c(C(=O)O)oc2c1C(O)CCC2 (centres undefined)	91.4
Cc1ccc(C2CC(C(F)(F)F)n3nc(C(=O)NCc4ccco4)cc3N2)cc1 (centres undefined)	85.2
O=C(Nc1cccnc1)c1ccc2c(c1)C(=O)N(Cc1cccnc1)C2=O	92.6
CCN(CC)C(=O)CSc1nnc([C@@H](N)Cc2ccccc2)o1	102.6
COCc1cc(=O)[nH]c(Nc2nc3ccc(C)cc3o2)n1	76.8
CC(C)C(=O)Nc1ccc(-c2nc3cccnc3o2)cc1	105.5
O=C(CNCC1CCCO1)Nc1ccc(N2CCCCCC2)cc1 (centres undefined)	79.6
Cc1cccc(N(C)S(=O)(=O)c2ccc3c(c2)CCC(=O)N3)c1	71.5
COc1ccc(-n2ncc3c(N4CCC(C(N)=O)CC4)ncnc32)cc1	99.7
O=C(CCS(=O)(=O)Cc1ccccc1F)NCCCN1CCCCC1	80.1
CC(=O)c1ccccc1NS(=O)(=O)c1c(C)nn(-c2ccccc2)c1C	81.3
CCC(=O)N1CCc2cc(S(=O)(=O)CCC(=O)O)ccc21	99.0

Carrying on.
SMILES	SKBR3 24h inh
CC(C)(C)C(=O)CSc1nccc(=O)[nH]1	66.3
O=C(CCc1ccccc1)n1nc(-c2ccccc2)nc1NCc1ccco1	99.2
COc1ccc(Cc2nnc(NC(=O)c3c(-c4ccccc4)noc3C)s2)cc1	89.4
Cc1ccnc(SCCn2c(N3CC(C)CC(C)C3)nc3c2c(=O)n(C)c(=O)n3C)n1 (centres undefined)	82.2
CCC(CC)c1nc(NCCC(=O)O)c2ccccc2n1	96.4
CCOc1ccc(OCC(=O)N2CCOCC2)cc1	78.8
Cc1ccc(NCc2nnc(SCC(=O)c3ccccc3)o2)c(C)c1	107.6
COc1ccc(CCN2C(=NC(=O)CCC(=O)O)SC3CS(=O)(=O)CC32)cc1OC (centres undefined)	89.7
C[C@H](NC(=O)NCCc1ccccc1)C(=O)O	93.3
Cn1c(=O)c2c(nc(CN3CCC(C(N)=O)CC3)n2Cc2c(F)cccc2Cl)n(C)c1=O	109.4
CCC(=O)N(Cc1cc2c(C)ccc(C)c2[nH]c1=O)C1CCCCC1	85.4
O.O.O.O=S(=O)([O-])OC[C@H]1O[C@@H](O[C@]2(COS(=O)(=O)[O-])O[C@H](OS(=O)(=O)[O-])[C@@H](OS(=O)(=O)[O-])[C@@H]2OS(=O)(=O)[O-])[C@H](OS(=O)(=O)[O-])[C@@H](OS(=O)(=O)[O-])[C@@H]1OS(=O)(=O)[O-].[Al]	89.7
C/C(=N\O)C(C)/[N+]([O-])=C/c1nc(C)c(C)n1O (centres undefined)	82.0
O=c1[nH]c2cc(Cl)ccc2n1-c1ccccc1	88.7
O=S1(=O)N=C(SCCO)c2ccccc21	86.3
CCN1CCN(c2nc(-c3cccnc3)nc3ccccc23)CC1	67.3
O=C(CCC(=O)N1CCc2ccccc21)N1CCc2ccccc21	98.0
CC(=O)C(=[N+]=[N-])C(=O)NCc1ccccc1	91.9
OCCNc1ccc(Cl)cc1	88.0
CC(=O)Nc1sc(C)c(C)c1CN1CCN(S(=O)(=O)c2ccccc2)CC1	82.2
COC(=O)c1oc2ccc(Br)cc2c1NC(=O)CCN1CCOCC1	96.3
Cc1csc(NC(=O)CCN2C(=O)c3ccccc3S2(=O)=O)n1	110.9
Fc1ccc2[nH]c3c(N4CCN(C5CCCCC5)CC4)ncnc3c2c1	83.7
O=C(CN(C1CCCCC1)S(=O)(=O)c1ccc(F)cc1)NCCCO	102.8
O=C(NCN1CCc2ccccc2C1)c1cnccn1	109.7
Cc1cccc(N2C(=O)CC(Sc3nc(C)c4c(n3)CCCC4)C2=O)c1 (centres undefined)	98.2
CC(O)CNc1nc2c(c(=O)n(C)c(=O)n2C)n1Cc1cccc(C(F)(F)F)c1 (centres undefined)	78.5
CCC(C)C(=O)Nc1cc(C(=O)OC)cc(C(=O)OC)c1 (centres undefined)	91.1
COc1ccc(NC(=O)CN(c2ccccc2)S(=O)(=O)N(C)C)cc1OC	88.9
CCOC(=O)C(C)Sc1nc(-c2ccco2)cc(C(F)(F)F)c1C#N (centres undefined)	86.1
CC(=O)N1CCN(c2ccc(NCc3ccccc3)cc2)CC1	103.7
CCOC(=O)Cn1c(N2CCOCC2)nc2c1c(=O)[nH]c(=O)n2C	90.9
Cc1ccc(S(=O)(=O)N2CCOCC2)cc1C(=O)Nc1ccc(-c2cn3ccsc3n2)cc1	77.4
Cc1cc(S(=O)(=O)N2CCN(c3ccccc3C)CC2)ccc1F	86.4
Cc1cc(C)n(-c2nc(NC(C)C)nc(NC(C)C)n2)n1	74.2
Nc1nnc(-c2ccccc2)c(-c2ccccc2)n1	86.6
Fc1ccc(-c2nnc(SCc3ncc(-c4ccccc4)o3)n2CC2CCCO2)cc1 (centres undefined)	78.3
O=S(=O)(c1ccc(-c2csc(-c3cccnc3)n2)cc1)N1CCCCC1	97.1
COc1ccc(-c2c(=O)n(OCc3ccccn3)c3ccccc3[n+]2[O-])cc1OC	83.9
Cc1nc2ncnn2c(C)c1CCC(=O)Nc1csc(N)n1	81.9
CCOC(=O)c1ccc(NC(=O)Nc2ccc(S(N)(=O)=O)cc2)cc1	106.4
COc1nc(N2CCCCCC2)nc(N2CCCCCC2)n1	70.9
CCCCOC(=O)Nc1nnc(CCOCC)s1	106.0
Cc1cc2c(c(=O)n1CC1CCCO1)C(c1ccc3c(c1)OCO3)C(C#N)=C(N)O2 (centres undefined)	102.0
Cc1noc(/C=C/c2ccco2)c1S(=O)(=O)N1CCC(C(=O)N(C)Cc2ccccc2)CC1	77.5
Clc1ccc(OCCCn2cncn2)cc1Cl	84.1
O=C(Cn1nc(C(=O)O)c2ccccc2c1=O)NCC1CCCO1 (centres undefined)	95.3
O=C(NCC(=O)N(CCc1ccccc1)C(C(=O)NC1CCCCC1)c1ccncc1)c1ccco1 (centres undefined)	107.4
O=C(CC1NC(=O)NC1=O)NC1(C(=O)NC2CCCCC2)CCCCC1 (centres undefined)	67.4
Cc1ccccc1-n1nc2c(c1NC(=O)c1ccc(S(=O)(=O)N(C)C)cc1)CSC2	82.5
N#Cc1nc(COc2ccccc2F)oc1N1CCCCCC1	76.3
O=C(c1ccc(S(=O)(=O)N2CCOCC2)cc1)N1CCN(c2cccc(Cl)c2)CC1	83.1
COCCCNC(=O)Cn1ncc2c(=O)oc3ccccc3c21	103.8
COc1cc(CN2CCN(C(=O)CC(C)C)CC2)cc(OC)c1O	121.9
CC(C)(C)NC(=O)C1N(c2cccnc2)C(=O)C2C(C(=O)Nc3ccccc3)C3(C)C=CC21O3 (centres undefined)	94.9
CCOC(=O)CSc1nnnn1-c1cc(OC)c(Cl)cc1OC	101.0
COCCn1nnnc1C(C(C)C)N(Cc1cccnc1)Cc1cc2cc(OC)ccc2[nH]c1=O (centres undefined)	83.1
COc1ccc(NC(=O)Cn2nc(C(F)(F)F)c3c2CCCC3)c(OC)c1	82.2
NCCCCCc1nnc(SCC(=O)Nc2cccc(Cl)c2)o1	76.3
CC1CCCN(S(=O)(=O)c2ccc(S(=O)(=O)N3CCCN(Cc4ccccc4)C3)cc2)C1 (centres undefined)	48.1

The last six entries of the part above come first, to join the parts:
SMILES	SKBR3 24h inh
CC(C)(C)NC(=O)C1N(c2cccnc2)C(=O)C2C(C(=O)Nc3ccccc3)C3(C)C=CC21O3 (centres undefined)	94.9
CCOC(=O)CSc1nnnn1-c1cc(OC)c(Cl)cc1OC	101.0
COCCn1nnnc1C(C(C)C)N(Cc1cccnc1)Cc1cc2cc(OC)ccc2[nH]c1=O (centres undefined)	83.1
COc1ccc(NC(=O)Cn2nc(C(F)(F)F)c3c2CCCC3)c(OC)c1	82.2
NCCCCCc1nnc(SCC(=O)Nc2cccc(Cl)c2)o1	76.3
CC1CCCN(S(=O)(=O)c2ccc(S(=O)(=O)N3CCCN(Cc4ccccc4)C3)cc2)C1 (centres undefined)	48.1
Cn1c(=O)c2c(nc(NCCc3ccccc3)n2CC(=O)NCCc2ccccc2)n(C)c1=O	119.9
Nc1ccc(N2CCOCC2)c(Cl)c1	120.5
COc1ccc(N=C2SCC(=O)N2c2ccc(OC)cc2)cc1	69.5
CCOC(=O)C(NC(=O)c1ccc(OC)cc1)(N1CCOCC1)C(F)(F)F (centres undefined)	86.9
CCOC(=O)CSc1nc2c(c(=O)[nH]c(=O)n2C)n1CCc1ccccc1	115.7
CN1CCN(c2ncnc3c2[nH]c2ccc(F)cc23)CC1	72.8
CNCCCC1c2ccccc2C=Cc2ccccc21	82.0
COc1ccccc1-n1c(=O)c2c3c(sc2n2c(SC(C)C)nnc12)CCC3	98.9
CCCn1nnc(NC(=O)c2ccco2)n1	105.1
CCC(NC(=O)Nc1ccc(O)cc1)(C(F)(F)F)C(F)(F)F	82.0
Cc1cc(=O)oc2cc(OCC(=O)N3CCc4ccccc4C3)ccc12	97.2
Cc1ccccc1N1CCN(C(=O)C2CCCCC2)CC1	82.8
Cc1cc(=O)oc2c1ccc1oc(/C(=N/O)c3ccccc3)c(C)c12	98.7
O=C(NCc1cccnc1)C1CCN(C(=O)c2ccc(Cl)cc2Cl)CC1	97.9
CSCC[C@H](NC(=O)CCn1nnc2ccccc2c1=O)C(=O)O	83.8
CCOC(=O)c1ccc(CSc2ncn[nH]2)o1	83.2
CC(C)(C)NC(=O)CSc1ncnc2c1nnn2Cc1ccccc1Cl	158.4
NCCc1nnc(SCc2ccccc2F)o1	94.2

Six neighbouring compounds from above, quoted:
SMILES	SKBR3 24h inh
Cc1cc(=O)oc2c1ccc1oc(/C(=N/O)c3ccccc3)c(C)c12	98.7
O=C(NCc1cccnc1)C1CCN(C(=O)c2ccc(Cl)cc2Cl)CC1	97.9
CSCC[C@H](NC(=O)CCn1nnc2ccccc2c1=O)C(=O)O	83.8
CCOC(=O)c1ccc(CSc2ncn[nH]2)o1	83.2
CC(C)(C)NC(=O)CSc1ncnc2c1nnn2Cc1ccccc1Cl	158.4
NCCc1nnc(SCc2ccccc2F)o1	94.2
